Screening data as filed in PubChem BioAssay.
LGR2 antag – inhibitors of bursicon-induced Drosophila LGR2 receptor cAMP signaling; 380,000 tested, 0.35% active; HEK293 LGR2, CRE-luciferase, bursicon-stimulated, 4 h; inhibition, % at 9.99 µM;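 active means drop in luminescence signal, shown as inhibition above about 50% in the replicate tests, limit read from the data, passing the limit was not always enough; inconclusive means probably only some replicates passing the limit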;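 further: agonist challenge used bursicon conditioned medium at about half maximal strength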
GSIS activator – primary screen for activators of insulin secretion dependent on glucose, INS-1E cells, GLuc reporter luminescence; AID 743287; activation, % at 16.6 µM; INS-1E GLuc reporter insulin secretion, 2-3 h; 370,000 tested, 0.61% active;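 active means lowest replicate activation of at least 40%, so every replicate reaches that level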;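 further: 0% = median of neutral control wells and 100% = median of IBMX positive control wells; some compounds called inactive have numbers as strong as hits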
Cneo AK release – Cryptococcus neoformans lysis via adenylate kinase release; C. neoformans lysis, adenylate kinase release luminescence, 4 h; normalised: neutral wells 0, clomiphene wells 100; lysis activity, % at 15 µM; 360,000 tested, 0.2% active; AID 651654;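 active means mean lysis activity across replicates of at least 80%, whatever share of replicates individually reach that level; inactive means mean lysis activity below 80%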
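Schedule: static 4 h at 37 °C with compound, 1 h detection; system: C. neoformans cells; benchmarks: Clomiphene as positive control; buffer or medium: fresh YPD medium; measure: luminescence rise reflecting yeast cell lysis; measured by: luminescent adenylate kinase detection reagent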
PglD DTNB – PglD (C. jejuni) enzyme inhibition | purified PglD enzyme, DTNB colorimetric CoA detection | inhibition, % at 12.5 µM | 360,000 tested, 0.098% active; in the data active means inhibition above about 16%, passing the limit was not always enough; inconclusive means no clear call, values can overlap the other calls; further: strong numbers were not always called active
Statin myotox sup – protects C2C12 myotubes from simvastatin toxicity | ATP luminescence, 48 h; scaled: DMSO 0, geranylgeraniol control 100 | rescue of ATP level, % at 7.49 µM | 330,000 tested, 0.78% active;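 active means mean ATP rescue above about 67%, or every replicate alone reaching that limit, limit read from the data, passing the limit was not always enough; inconclusive means no clear call, values can overlap the other calls; inactive means mean under the limit and some replicate under it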;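 further: myotubes were challenged with 10 µM simvastatin during compound exposure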
ARNT-TACC3 inh – disrupts binding between human ARNT and TACC3 | Q9Y6A5 | AlphaScreen His-ARNT PAS-B/GST-TACC3 binding, luminescence; TACC3 fragment carries E629A point mutation | inhibition, % at 9.99 µM | 390,000 tested, 0.66% active;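 active means mean inhibition of replicates at least 50% and at least half of replicates each reaching 50%; inconclusive means half or more replicates reach 50% but mean below 50%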;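 further: 0% = complete ARNT plus TACC3 wells and 100% = ARNT alone without TACC3; many hits fall short of the cut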
PGC1a acetyl inh – PGC1a acetylation modulation, inhibitor mode; 350,000 tested, 0.17% active; inhibition, % at 15.6 µM; U2OS PGC1a acetylation, AlphaScreen anti-acetyl-lysine; with virally co-expressed GCN5 acetyltransferase;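 active means every replicate shows inhibition of at least 40%; inconclusive means mean inhibition at least 40% but some replicate below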;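 further: 0% = neutral control wells and 100% = positive control wells; some results beyond the cut were filed as inactive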
PAX8 reporter – PAX8 transcriptional activity inhibition; RMG-I TPO-luciferase reporter, SteadyGlo, 24 h; inhibition, % at 12.6 µM; 360,000 tested, 1.2% active;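 active means mean replicate inhibition at least 60% with every replicate also reaching 60%; inconclusive means only one of the two criteria is met; inactive means mean below 60% and not all replicates reaching 60%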;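 further: luciferase light reporting Pax8 driven TPO promoter activity; plate controls were median of neutral control wells for no effect and mitoxantrone controls for full effect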
* hit, by the source's call; ? = inconclusive; · = not tested or not shown; & = joins results of further samples.

Abbreviations – A = LGR2 antag; B = GSIS activator; C = Cneo AK release; D = PglD DTNB; E = Statin myotox sup; F = ARNT-TACC3 inh; G = PGC1a acetyl inh; H = PAX8 reporter
> CN(C)c1ccc(N2C(=O)CC(Sc3ccccc3C(=O)O)C2=O)cc1 (stereo not drawn)
  A = 5; B = 9; C = ·; D = ·; E = ·; F = 2; G = ·; H = -4

> COc1ccc(CCNC(=O)C(C(=O)c2ccccc2)n2ccccc2=O)cc1OC (stereo not drawn)
  A = 6; B = -7; C = 3; D = 0; E = ·; F = 11; G = ·; H = ·

> O=S(=O)(N/N=C/c1c(F)cccc1Cl)c1ccccc1
  A = ·; B = ·; C = 2; D = 5; E = ·; F = 0; G = 24; H = ·

> COc1ccccc1NC(=O)C(=O)c1cn(CC(=O)N2CCOCC2)c2ccccc12
  A = -39; B = 0; C = -1; D = 1; E = 1; F = 2; G = 15; H = -103

> C[C@@H]1CN([C@H](C)CO)C(=O)c2cc(-c3ccc(F)cc3)cnc2O[C@H]1CN(C)C(=O)c1ccccn1
  A = -15; B = -6; C = -2; D = -2; E = -15; F = 2; G = -8; H = -19

> CC(Cc1ccccc1)N1C(=O)c2cccc([N+](=O)[O-])c2C1=O (stereo not drawn)
  A = 11; B = 8; C = 0; D = -3; E = 6; F = -11; G = ·; H = -11

> CC(=O)N1CCN(CCS(=O)(=O)c2cc(Cl)ccc2Cl)CC1
  A = 11; B = 2; C = ·; D = ·; E = 1; F = ·; G = 10; H = ·

> COC(=O)C(=Cc1ccccc1[N+](=O)[O-])C(=O)OC
  A = 4; B = -22; C = 0; D = 15; E = 14; F = -3; G = ·; H = 11

> CCOc1ccc(Cn2c3ccc(OC)cc3c3nc4ccccc4nc32)cc1OC
  A = -3; B = -2; C = ·; D = ·; E = ·; F = -6; G = ·; H = 5

> CCN1CCN(C(=S)NC(C)c2ccccc2)CC1 (stereo not drawn)
  A = 7; B = 29; C = ·; D = ·; E = ·; F = 6; G = ·; H = -2

> CC(=O)N1CCc2cc(S(=O)(=O)NCCC(=O)N3CCN(c4ccccn4)CC3)ccc21
  A = ·; B = ·; C = -1; D = -2; E = 6; F = 0; G = 8; H = -8

> C[C@@H]1CCCCO[C@H](CN(C)C(=O)Nc2ccc(F)cc2)[C@H](C)CN([C@@H](C)CO)C(=O)c2cc(NC(=O)CCCN(C)C)ccc2O1
  A = -9; B = -4; C = 0; D = -1; E = ·; F = -8; G = 10; H = 12

> COc1ccc(-c2cc(C3CCN(Cc4ccc([N+](=O)[O-])cc4)CC3)[nH]n2)cc1
  A = 9; B = 9; C = ·; D = ·; E = ·; F = ·; G = 5; H = 22

> O=C(Nc1ccc(S(=O)(=O)Nc2ncccn2)cc1)c1ccc(Br)s1
  A = -9; B = 21; C = -4; D = 3; E = 1; F = 27; G = -4; H = ·

> Cc1oc(-c2ccc(Cl)cc2)nc1CN1CCC(C(=O)NCC2CCCO2)CC1 (stereo not drawn)
  A = -9; B = -2; C = ·; D = ·; E = ·; F = 8; G = ·; H = 8

> C/C(=N\NC(=O)c1cc(C)[nH]n1)c1ccc(-c2ccccc2)cc1
  A = -16; B = -12; C = 0; D = 6; E = -76; F = -8; G = 79*; H = -70

> COCC(C)n1c(SCC(=O)NNC(=O)c2ccc(F)cc2)nc2ccccc2c1=O (stereo not drawn)
  A = -2; B = -10; C = ·; D = ·; E = ·; F = -3; G = ·; H = 22

> CCOc1ccccc1NC(=O)CSc1n[nH]c(N)n1
  A = -13; B = -5; C = 0; D = 1; E = 2; F = -7; G = ·; H = -21

> Cc1cc(C)c(OCC(=O)NCCCn2nc(C)cc2C)c(C)c1
  A = -1; B = 10; C = 1; D = 5; E = 15; F = -3; G = 6; H = 0

> O=C(NCCc1ccccc1)NC1CCCCC1
  A = ·; B = 1; C = -4; D = 5; E = 30; F = 4; G = 9; H = ·

> CCOC(=O)/C(=C/c1c(C)n(C)c2ccc([N+](=O)[O-])cc12)C(C)=O
  A = 36; B = -2; C = ·; D = ·; E = ·; F = -4; G = ·; H = -7

> C=CCn1c(CCC(O)CCCCC)n[nH]c1=S (stereo not drawn)
  A = 5; B = 4; C = 0; D = 2; E = ·; F = -1; G = ·; H = 15

> Cc1nc2ccccc2c(=O)n1NC(=O)c1c(F)cccc1F
  A = 3; B = 2; C = -3; D = -7; E = 5; F = -1; G = 1; H = -6

> Cc1ccc(OCC(=O)NC(=S)Nc2ccccn2)c(Br)c1
  A = 71*; B = 28; C = -4; D = 14; E = ·; F = -1; G = 5; H = -196

> COc1ccc(NC(=O)Nc2ccc3c(c2)C(=O)N([C@H](C)CO)C[C@@H](C)[C@H](CN(C)C(=O)C2CCCCC2)OCCCC[C@@H](C)O3)cc1
  A = 9; B = -15; C = 2; D = -4; E = -7; F = -12; G = -3; H = 33

> COc1ccc(S(=O)(=O)N(C)C[C@@H]2Oc3ccc(NC(=O)Nc4ccccc4)cc3CC(=O)N([C@H](C)CO)C[C@@H]2C)cc1
  A = 3; B = -22; C = -1; D = 1; E = -44; F = -5; G = -11; H = 8

> CC(=O)Nc1ccc(N2N=C(C)C(N=Nc3ccccc3)C2=O)cc1 (stereo not drawn)
  A = 16; B = 0; C = -1; D = 4; E = ·; F = -1; G = 9; H = -9

> O=C(Nc1ccnn1C1CCN(C(=O)c2cccc(Cl)c2)CC1)C1CCOC1 (stereo not drawn)
  A = 17; B = -12; C = 15; D = -2; E = -3; F = -5; G = 5; H = 6

> C[C@@H]1CN([C@H](C)CO)C(=O)c2cccc(NS(=O)(=O)c3ccc(Cl)cc3)c2O[C@@H]1CN(C)Cc1ccc(C(F)(F)F)cc1
  A = -24; B = -23; C = 15; D = 0; E = 26; F = -2; G = 5; H = ·

> COc1cc(CNCCN2CCOCC2)ccc1OCc1ccccc1Cl
  A = 1; B = 7; C = ·; D = ·; E = -16; F = -10; G = -22; H = ·

> CCOC(=O)N(C)C[C@H]1OCc2ccccc2-c2ccccc2C(=O)N([C@H](C)CO)C[C@@H]1C
  A = 6; B = -4; C = 0; D = -3; E = 8; F = 8; G = -6; H = ·

> COc1ccccc1NC(=O)N1CCCC1C(=O)NC12CC3CC(CC(C3)C1)C2 (stereo not drawn)
  A = ·; B = ·; C = -4; D = 0; E = -6; F = -6; G = -9; H = ·

> CS(=O)(=O)N1CC2(C1)[C@H](c1ccccc1)[C@H](CO)N2C(=O)C1CCC1
  A = 4; B = 9; C = ·; D = ·; E = ·; F = ·; G = 6; H = -5

> COc1ccc2[nH]c(=O)c(CN(C(C)=O)c3ccc(C)cc3C)cc2c1
  A = 10; B = 8; C = 2; D = -3; E = 8; F = -1; G = -4; H = 5

> CO[C@@H]1CN(C)C(=O)c2cc(NS(C)(=O)=O)ccc2OC[C@H](C)N(S(C)(=O)=O)C[C@H]1C
  A = 8; B = 1; C = 0; D = 3; E = 10; F = -17; G = -3; H = ·

> COC(=O)/C(=C1/Oc2cc3c(cc2S1)OCO3)C(F)(F)F
  A = 9; B = 6; C = 1; D = -3; E = 2; F = -1; G = 1; H = ·

> C/C=C/c1ccc2c(c1)O[C@@H](CN(C)C(=O)COC)[C@@H](C)CN([C@@H](C)CO)S2(=O)=O
  A = -10; B = 33; C = -8; D = -4; E = 12; F = -3; G = -4; H = ·

> CCCC1CC(C#N)N(N(C)C)C1=C(C#N)C#N (stereo not drawn)
  A = -17; B = 2; C = 1; D = -5; E = 5; F = -8; G = 2; H = -11

> CCN1C(=O)[C@H]2[C@@H](c3ccc(Cl)cc3)N3C(=O)CN(CCOC)C(=O)[C@@]3(Cc3ccccc3)[C@H]2C1=O
  A = 10; B = 0; C = 0; D = 1; E = 12; F = -3; G = 0; H = -20

> O=C(C[C@H]1C[C@H]2c3cc(NC(=O)NC4CCCC4)ccc3O[C@H]2[C@@H](CO)O1)NC1CCCC1
  A = 1; B = 1; C = -3; D = -3; E = 2; F = -7; G = -10; H = -2

> CO[C@H]1CN(C)C(=O)c2ccc(NC(=O)Nc3ccccc3)cc2OC[C@H](C)N(C(C)=O)C[C@@H]1C
  A = 12; B = -6; C = ·; D = ·; E = ·; F = ·; G = 14; H = -11

> COc1cccc(S(=O)(=O)Nc2ccc3c(c2)C(=O)N(C)[C@H]2CC[C@@H](CC(=O)NCC4CCCCC4)O[C@H]2CO3)c1
  A = 2; B = -8; C = -3; D = 0; E = 1; F = 22; G = 0; H = 9

> CCOc1cccc(C(=O)Nc2nccs2)c1
  A = ·; B = ·; C = 1; D = -3; E = -5; F = ·; G = -4; H = ·

> Cc1cc(C)n(-c2ncnc3ccccc23)n1
  A = -47; B = 13; C = ·; D = ·; E = ·; F = 1; G = 9; H = 8

> C=CCNCCCCOc1ccccc1
  A = -1; B = 26; C = 1; D = -5; E = ·; F = -12; G = ·; H = 17

> O=C(NC1CC1)C1=C[C@H](c2csc3ccccc23)C[C@H](OCc2ccc(CO)cc2)O1
  A = -4; B = 13; C = 4&15; D = -2&7; E = 6; F = 8&-6; G = 3; H = 19&15

> Cc1ccc(C(c2nnnn2C2CCCC2)N2CCc3ccccc32)cc1 (stereo not drawn)
  A = -46; B = -32; C = -11; D = 4; E = ·; F = 28; G = -15; H = -6

> O=C(Nc1ccccn1)c1ccc(-c2ccccc2)cc1
  A = 70*; B = -11; C = -19; D = 8; E = -16; F = -3; G = 1; H = -1

> COc1ccc(CN(C)C(=O)c2ccc(Oc3ccccc3)cc2)cc1F
  A = 0; B = -8; C = -5; D = -16; E = 4; F = -4; G = 24; H = 5

> C=CCC[C@@H](Cc1ccc(F)cc1)C(=O)OC[C@H]1CCCN1C(=O)[C@@H](CC=C)CC(=O)N[C@H](CO)Cc1ccccc1
  A = ?; B = -18; C = -1; D = 3; E = -11; F = -3; G = 1; H = 1

(continued)
Abbreviations – A = LGR2 antag; B = GSIS activator; C = Cneo AK release; D = PglD DTNB; E = Statin myotox sup; F = ARNT-TACC3 inh; G = PGC1a acetyl inh; H = PAX8 reporter
> CCOC(=O)c1ccccc1NC(=O)Cn1c(-c2nonc2N)nc2ccccc21
  A = ·; B = ·; C = -1; D = -5; E = ·; F = -8; G = -17; H = ·

> O=C(NCCc1ccc(Cl)cc1)Nc1ccc(F)cc1
  A = ·; B = -2; C = ·; D = ·; E = ·; F = -2; G = -7; H = -11

> O=C(C[C@H]1CC[C@@H]2[C@H](COC[C@@H](O)CN2C(=O)Nc2cccc(Cl)c2)O1)NCc1ccccc1F
  A = -27; B = -13; C = -5; D = -4; E = 14; F = 2; G = -10; H = 4

> Cc1ccccc1N(CC(=O)NC1CCCC1)C(=O)C1(C)CC(=O)N=C2C=CC(Cl)=CN21 (stereo not drawn)
  A = 8; B = 9; C = 12; D = -3; E = 16; F = -3; G = ·; H = -5

> COc1ccc(N2CCN(CCNC(=O)c3ccc4nc5ccccc5c(=O)n4c3)CC2)cc1
  A = 5; B = -12; C = 1; D = -1; E = -9; F = 22; G = 8; H = -98

> CCOC(=O)c1c(NC(=O)COC(=O)Cn2cnc3c2c(=O)n(C)c(=O)n3C)sc(C)c1CC
  A = 7; B = 18; C = 0; D = -5; E = -3; F = -9; G = ·; H = -7

> CCOc1ccc2ccccc2c1C1NC(=O)NC(C)=C1C(=O)OCCOC (stereo not drawn)
  A = 16; B = 29; C = 0; D = 6; E = 10; F = -8; G = ·; H = 32
